# Screening results deposited in PubChem BioAssay by Johns Hopkins Ion Channel Center.
# Kir21 inh = blocks the mouse Kir2.1 inward-rectifier potassium channel; P35561; HEK293-Kir2.1, FluxOR thallium flux fluorescence; hits give low values; B-score at 10 µM; 310,000 compounds, 0.85% hits;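 active means fluorescence ratio B-score at or below minus 3 SD of library scores, with starting-brightness B-score within 2 SD, cut at about -4.2 in these data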;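 further: channel flux triggered by added potassium and thallium sulfate stimulus; B-score of peak minus minimum fluorescence over baseline after thallium stimulus; more negative B-score means stronger Kir2.1 block with less thallium influx; some compounds called inactive have numbers as strong as hits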
# KCNQ2 block = KCNQ2 potassium channel inhibitors, primary screen, cell-based, CHO-K1, FluxOR thallium flux, B-score (AID 2156) | 310,000 compounds, 1.1% hits | B-score at 10 µM | 20 min; hits give low values | O88943;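 active means fluorescence ratio B-score at most minus 3 library SDs, with starting brightness B-score within 2 library SDs, cut at about -5.5 in these data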
# Target sequence (O88943 whole entry, looked up): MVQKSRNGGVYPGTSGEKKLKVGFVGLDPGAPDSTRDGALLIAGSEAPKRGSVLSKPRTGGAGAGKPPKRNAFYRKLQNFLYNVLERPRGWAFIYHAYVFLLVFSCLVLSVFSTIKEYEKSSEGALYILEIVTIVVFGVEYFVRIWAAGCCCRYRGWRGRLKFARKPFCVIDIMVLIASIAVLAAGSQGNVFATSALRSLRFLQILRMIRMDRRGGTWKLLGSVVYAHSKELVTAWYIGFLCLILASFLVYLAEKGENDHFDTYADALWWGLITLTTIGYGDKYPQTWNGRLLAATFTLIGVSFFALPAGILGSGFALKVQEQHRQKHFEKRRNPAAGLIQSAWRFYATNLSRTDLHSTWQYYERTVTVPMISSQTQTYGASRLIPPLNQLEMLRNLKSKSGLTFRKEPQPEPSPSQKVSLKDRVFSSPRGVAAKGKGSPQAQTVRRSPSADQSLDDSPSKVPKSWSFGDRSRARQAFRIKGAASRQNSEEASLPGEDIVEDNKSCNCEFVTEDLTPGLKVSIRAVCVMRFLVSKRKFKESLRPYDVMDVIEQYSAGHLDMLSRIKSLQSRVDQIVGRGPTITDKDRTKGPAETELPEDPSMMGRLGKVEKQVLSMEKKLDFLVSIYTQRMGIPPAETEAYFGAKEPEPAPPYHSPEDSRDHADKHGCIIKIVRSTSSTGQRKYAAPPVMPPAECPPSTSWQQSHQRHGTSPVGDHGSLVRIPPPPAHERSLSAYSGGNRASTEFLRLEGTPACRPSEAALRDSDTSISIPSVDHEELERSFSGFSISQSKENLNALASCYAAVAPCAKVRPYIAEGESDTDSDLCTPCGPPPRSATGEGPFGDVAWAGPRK
# CHT inh = inhibits the human high affinity choline transporter | Q9GZV3 | CHT-expressing cells, membrane potential dye, choline response; hits give low values | B-score at 10 µM | 310,000 compounds, 0.86% hits | AID 488975;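 active means B-score over 3 SD under the library average, and starting fluorescence ratio not unusually high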;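 further: choline stimulus applied at its EC90 after an EC20 pre-addition; B-score computed on integrated fluorescence ratio after choline addition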
# An asterisk follows results filed as active; i = inactive.
SMILES,Kir21 inh,KCNQ2 block,CHT inh
CN1CCN(c2ccc(CNS(=O)(=O)c3ccc(Cl)cc3)cc2)CC1,-0.02,i,i
COc1ccc(S(=O)(=O)N2CCOC23CCN(S(=O)(=O)c2cc(C)ccc2C)CC3)cc1,0.06,i,i
Cc1ccc(OCC(=O)NCCCNC(=O)c2ccccn2)cc1C,0.37,i,i
CC1CCCC(C)N1/N=C/c1cccc(Br)c1 (stereo unspecified),0.2,i,i
CN(c1ccccc1C(=O)NCc1ccccc1Cl)S(=O)(=O)c1ccccc1,-2.88,-10.1*,i
Cc1ccc(C)c(NS(=O)(=O)c2ccccc2C)c1,-3.72,i,i
C[C@H](NC(=O)c1nc[nH]c1C(=O)N[C@@H](CCCCNC(=O)OC(C)(C)C)C(=O)OC(C)(C)C)C(=O)OCc1ccccc1,0.09,i,i
C#CCSc1nc2[nH]ncc2c(=O)[nH]1,-2.03,i,i
Cc1cc(N2CCN(C3CCCCC3)CC2)n2nc(C)nc2n1,-0.13,i,i
COc1cc(SC)ccc1C(=O)OCC(=O)NC1CC1,0.11,i,i
Cc1cc(S(=O)(=O)n2cnc3ccccc32)c(C)cc1Cl,-0.98,i,i
O=C(NC1CCCC1)C1CCN(C(=O)c2cccc(Cl)c2)CC1,0.02,i,i
O=S(=O)(O)c1cc(OS(=O)(=O)c2ccccc2)cc2ccccc12,0.74,i,i
COC(=O)c1scc(C)c1S(=O)(=O)Nc1ccc(C)cc1,0.55,i,i
C/C(=N/NC(=O)c1cccc(C)c1)c1c(O)cc(C)oc1=O,-3.16,i,i
Cc1nn(C)cc1CNC(=O)c1ccc(Br)o1,2.01,i,i
CS(=O)(=O)c1ccc(C(=O)N(CCc2ccccc2)Cc2ccccc2)cc1,0.33,i,i
Cc1ccc2c(C)c(C(=O)N3CCN(Cc4ccc5c(c4)OCO5)CC3)oc2c1C,1.92,-6.88*,i
O=C(CN1CCC(n2nnc3cc(F)ccc32)CC1)NC1CC1,1.2,i,i
Cc1cc(C)c(S(=O)(=O)N(C)CC(=O)NCCCn2ccnc2)c(C)c1,0.06,i,i
CC(C)CCn1cnc2c(NCc3ccccc3)ncnc21,0.12,i,i
CS(=O)(=O)N1CCN(c2ncnc3c2cnn3-c2ccccc2)CC1,1.14,i,i
COc1cc(/C=C2/NC(=O)NC2=O)cc(Br)c1OCc1cccc(C(=O)O)c1,0.01,i,i
CC(CCc1ccccc1)NC(=O)COc1ccc(S(=O)(=O)N2CCOCC2)cc1[N+](=O)[O-] (stereo unspecified),-0.28,i,i
COc1ccc(CNC(=O)c2coc(=O)c3ccccc23)cc1,0,i,i
O=C(NCc1ccccc1)C1CCCN(S(=O)(=O)c2cccnc2)C1 (stereo unspecified),-0.97,i,i
CCOC(=O)N/N=C/c1c(C)c(C(=O)c2ccc(F)cc2)n2ccccc12,-0.04,i,i
COc1ccc(N2C(=O)CS/C2=C\[N+](=O)[O-])cc1,3.06,i,i
CCCCNS(=O)(=O)c1ccc2nc(-c3cccnc3)cc(C(=O)NCCCOCC)c2c1,-0.01,i,i
Cn1c(SCC(=O)c2ccc3c(c2)NC(=O)CO3)nc2ccccc21,1.08,i,i
COc1cccc(NC(=O)Nc2ccncc2)c1,-1.07,i,i
CC(C)c1ccc(S(=O)(=O)N2CCCCC2)cc1,0.37,i,i
CCC(=O)Nc1cccc(Br)c1,-0.86,i,i
Oc1ccc(NC(=S)N=Nc2c(O)[nH]c3ccccc23)cc1,-1,i,i
CC(=O)Nc1ccc(S(=O)(=O)N2CCC(c3nnc(-c4ccc(C)cc4)o3)CC2)cc1,-0.1,i,i
Cc1c(C#N)c2ncn(Cc3ccccc3)c(=O)c2n1-c1ccccc1,0.89,i,i
C=CCNC(=O)c1cc(Cl)ccn1,0.08,i,i
CC1=Nc2cc(C(=O)O)ccc2Sc2ccc(C)cc21,-1.66,i,i
CCCC/C(O)=C1\C(=O)CCCC1=NCCc1c(C)[nH]c2ccccc12,-4.44*,i,i
Cc1ccc(C)c(-n2nnnc2SCC(=O)NCCC2=CCCCC2)c1,-1.25,i,i

# Entries of single compounds, quoted from the list. Order of screens: Kir21 inh, KCNQ2 block, CHT inh
# `CC(C)CCn1cnc2c(NCc3ccccc3)ncnc21` in the list: 0.12, i, i
# `Cc1ccc(C)c(-n2nnnc2SCC(=O)NCCC2=CCCCC2)c1` in the list: -1.25, i, i
# `COc1cc(/C=C2/NC(=O)NC2=O)cc(Br)c1OCc1cccc(C(=O)O)c1` in the list: 0.01, i, i

# Later entries
SMILES,Kir21 inh,KCNQ2 block,CHT inh
C/C(N)=C(/C#N)C(=O)CSc1nnc(-c2ccccc2Br)o1,-2.58,i,i
COc1ccccc1OCC(=O)N/N=C/c1c(O)ccc2ccccc12,0.38,-6.05*,i
CCc1cc2c(=O)c(-c3nc4ccccc4[nH]3)coc2c(CN2CCCCC2)c1O,2.08,i,i
COCCN(Cc1cc2cc3c(cc2nc1Cl)OCO3)C(=O)Nc1ccccc1OC,1.11,i,i
Cn1cccc1CC(=O)N/N=C\c1cccs1,0.53,i,i
Cc1ccc(/C=C/C(=O)NC(=S)Nc2ccc(S(=O)(=O)Nc3cc(C)on3)cc2)cc1,1.74,i,i
COc1ccc(CNC(=O)CSc2n[nH]c(N)n2)cc1OC,-1.23,i,i
Cc1ccc(NC(=O)COc2ccc(/C=N\NC(=O)c3cccnc3)cc2)cc1C,2.55,i,i
Cc1cc(NC(=O)c2ccc3c(c2)C(=O)N(Cc2cccnc2)C3=O)no1,-1.79,i,i
COc1cccc2c1Oc1ncccc1N(C(=O)CCC(=O)NCc1ccc(C)cc1)C2,-0.53,i,i
Cc1cc(C)cc(OCC(=O)O/N=C(\N)c2ccccn2)c1,0.04,i,i
O=C(CN1CCN(S(=O)(=O)c2ccc(F)cc2)CC1)c1ccc(O)c(O)c1,2.36,i,i
CN(c1cccc(NC(=O)c2ccccc2N(Cc2ccccc2)S(C)(=O)=O)c1)S(C)(=O)=O,1.44,i,i
Cc1cc2cc(C)c3nnc(SCC(=O)Nc4ccc(S(=O)(=O)N5CCCCC5)cc4)n3c2cc1C,-0.19,i,i
Cc1cc(C)cc(OCCCOc2cccc3cccnc23)c1,0.76,i,i
COc1ccc(/C=C/C(=O)O)cc1S(=O)(=O)NCC1CCCO1 (stereo unspecified),-0.61,i,i
O=C(NCCCN1CCCCC1)C1CCN(S(=O)(=O)N2CCC3(CC2)OCCO3)CC1,-1.4,i,i
O=S(=O)(NCC1CCCO1)c1cc(Cl)ccc1Br (stereo unspecified),-0.14,i,i
CC(=O)c1ccc(N(CC(=O)NC2CCCCC2)C(=O)c2csnn2)cc1,0.56,i,i
COc1ccc(N(CC(O)Cn2c3ccccc3c3ccccc32)S(=O)(=O)c2ccccc2)cc1 (stereo unspecified),0.98,i,i

# Fetched one by one from the entries so far, three records:
SMILES,Kir21 inh,KCNQ2 block,CHT inh
CN(c1ccccc1C(=O)NCc1ccccc1Cl)S(=O)(=O)c1ccccc1,-2.88,-10.1*,i
Cc1cc(NC(=O)c2ccc3c(c2)C(=O)N(Cc2cccnc2)C3=O)no1,-1.79,i,i
CN(c1cccc(NC(=O)c2ccccc2N(Cc2ccccc2)S(C)(=O)=O)c1)S(C)(=O)=O,1.44,i,i

# Sorted by number of heavy atoms (low to high): part of the list above
SMILES,Kir21 inh,KCNQ2 block,CHT inh
O=S(=O)(NCC1CCCO1)c1cc(Cl)ccc1Br (stereo unspecified),-0.14,i,i
COc1ccc(CNC(=O)CSc2n[nH]c(N)n2)cc1OC,-1.23,i,i
COc1ccc(/C=C/C(=O)O)cc1S(=O)(=O)NCC1CCCO1 (stereo unspecified),-0.61,i,i
Cc1cc(NC(=O)c2ccc3c(c2)C(=O)N(Cc2cccnc2)C3=O)no1,-1.79,i,i
COc1ccc(N(CC(O)Cn2c3ccccc3c3ccccc32)S(=O)(=O)c2ccccc2)cc1 (stereo unspecified),0.98,i,i

# (cont.)
SMILES,Kir21 inh,KCNQ2 block,CHT inh
CCn1c(SCC(=O)N(Cc2ccccc2)C2CCS(=O)(=O)C2)nc2ccccc2c1=O (stereo unspecified),0.83,i,i
Cc1ccc(NC(=O)c2ccc(NCCc3ccccc3)c([N+](=O)[O-])c2)cc1F,-0.39,i,i
COc1ccc(-c2csc(NC(=O)CN3C(=O)CCC3=O)n2)c(OC)c1,0.31,i,i
Cc1cccc(OCC(=O)NCc2nc(-c3ccccc3)no2)c1,-0.11,i,i
COC(=O)[C@H](Cc1ccccc1)NC(=O)NCc1ccc(C)cc1,-3.03,i,i
CC(=O)c1c(C)nc2cc(Cl)ccc2c1N,-0.03,i,i
Cc1onc(-c2ccccc2)c1C(=O)Nc1ccc(C(=O)N2CCCCC2)cc1,-0.26,i,i
C=CCN1C(=O)c2ccc(C(=O)NCCc3ccc(F)cc3)cc2C1=O,0.23,i,i
CC(=O)c1cccc(CN2CCN(CC=C(C)C)C(CCO)C2)c1 (stereo unspecified),0.2,i,i
Cn1ccnc1SCC(=O)c1cccc(C(F)(F)F)c1,1.47,i,i
CNCc1ccccc1Sc1ccc(O)c(O)c1,-6.49*,i,i
N=c1c2c(ncn1CCCO)Oc1c(ccc3ccccc13)C2c1ccccc1 (stereo unspecified),-3.72,i,i
Cc1ccc(-n2nnnc2SCc2ccc(C(=O)O)cc2)cc1C,-1.29,i,i
Cc1[nH]c(=O)[nH]c(=O)c1/C=N/NC(=O)[C@H](C)NC(=O)OC(C)(C)C,0.09,i,i
Cc1[nH]c(C)c(S(=O)(=O)N2CCN(c3ccccc3)CC2)c1C(=O)N1CCCCC1,-0.04,i,i
Cc1ccc(CC(=O)Nc2cc(C)on2)cc1,0.06,i,i
COc1cccc(OCCCN2CCCCC2)c1,0.83,i,i
CCn1c(SCC(=O)NNC(=O)Cc2ccccc2)nnc1-c1ccccc1,-0.02,i,i
CCCN1C(=O)S/C(=C/c2ccc(N3CCOCC3)o2)C1=O,-9.38,i,i
COc1ccc(C(CNC(=O)C(=O)Nc2ccc3c(c2)OCCO3)N2CCN(C)CC2)cc1 (stereo unspecified),-0.88,i,i
CCNc1nc(NCC)n2c(SCC(=O)c3ccccc3F)nnc2n1,-0.76,i,i
CNC(=O)c1c(NC(=O)c2ccc(N3C(=O)CCC3=O)cc2)sc2c1CCCC2,0.09,i,i
COc1ccccc1NC(=O)CNC(=O)c1ccccc1C,-1.18,i,i
COc1cccc(CNC(=S)NC2CCCC2)c1,0.28,i,i
CCOP(=O)(OCC)C(Nc1cccc([N+](=O)[O-])c1)c1ccc(OC)cc1 (stereo unspecified),0.81,i,i
Cc1cc(C)n(-c2ccc(NC(=O)C3CCCCN3C(=O)c3cccs3)cc2)n1 (stereo unspecified),1.9,i,i
CC(=O)c1cccc(N(CC(=O)NC2CCCC2)C(=O)c2ccc(C)s2)c1,0.35,i,i
O=S(=O)(NN=C1CCCCCCC1)c1ccc(Br)cc1,-0.02,i,i
Cc1ccc(-n2c(C)nn(Cc3ccc([N+](=O)[O-])cc3)c2=O)cc1,1.01,i,i
CC1(c2nnc(Cc3ccccc3)o2)CC(c2c(Cl)cccc2Cl)=NO1 (stereo unspecified),-0.2,i,i
O=C(c1ccc2c(c1)N(Cc1ccccc1)C(=O)CS2)N1CCOCC1,0.86,i,i
CCc1nc(SCC(=O)NCC2CCCO2)c2oc3ccccc3c2n1 (stereo unspecified),-0.07,i,i
CC1CCN(C(=O)c2cc(-c3ccc(Cl)c(Cl)c3)on2)CC1,1.43,i,i
CCOC(=O)c1c(C)[nH]c(C(=O)C(C)OC(=O)c2cccc(OCc3c(C)noc3C)c2)c1C (stereo unspecified),0.47,i,i
C=C1CCN([C@H](C(=O)Nc2ccc(OC)cc2)C(C)C)S(=O)(=O)c2ccccc21,1.93,i,i
Cn1ncc(Br)c1C(=O)NC1CCCCCC1,0.34,i,i
Cc1cccc(C)c1NC(=O)CN(c1ccccn1)S(=O)(=O)c1ccccc1,-0.4,i,i
CC1=C(C#N)C(NC(=O)C2CC2)(C(F)(F)F)C(=O)N1 (stereo unspecified),-0.56,i,i
O=C1Nc2ccccc2C(O)(C(=O)NCc2ccco2)N1c1ccc(Cl)cc1 (stereo unspecified),1.53,i,i
Cc1cc(/C=N\NC(=O)c2cccs2)c(C)n1-c1ccc2ncccc2c1,-0.03,i,i
COc1ccc(NCC(=O)Nc2ccc(Br)cc2F)c(OC)c1,0.54,i,i
COc1cc(C(=O)NCC2(c3ccccc3)CCCC2)cc(OC)c1OC,0.07,i,i
CC(C)c1[nH]nc2c1C(Cc1ccccc1)C(C#N)=C(N)O2 (stereo unspecified),0,i,i
NNC(=O)C(=O)Nc1ccc(Cl)c(Cl)c1,0.8,i,i
COc1ccccc1N1CCN(C(=O)/C=C/c2cccc([N+](=O)[O-])c2)CC1,0.28,i,i
Cc1cc(C)n(-c2nnc(NC(C)(C)C)nn2)n1,-0.44,i,i
COc1ccc(CCN2CC(C(=O)N3CCC(O)(c4ccccc4)CC3)CCC2=O)cc1 (stereo unspecified),2.07,i,i
Cc1n[nH]c(C)c1CCN(C)Cc1cn(C)nc1-c1ccc2c(c1)OCCO2,-0.96,i,i
CC(C)(C)S(=O)(=O)c1c(C(=O)O)cccc1C(=O)O,0.02,i,i
COc1ccccc1C1CCN(c2cc(O)ccc2[N+](=O)[O-])CC1,-0.04,i,i
CCOC(=O)NNS(=O)(=O)c1cc(Br)ccc1Br,0.03,i,i
COc1ccc(OC)c(S(=O)(=O)N2CCC(C(=O)NCC3CCCO3)CC2)c1 (stereo unspecified),1.42,i,i
Cc1ccc(N=C/C(C(=O)C(F)(F)F)=C(\O)c2cccs2)cc1,0.12,i,i
COc1ccc(CNC(=O)[C@H](NC(=O)C2CCN(C(=O)[C@@H](N)CCSC)CC2)C(C)C)cc1,1.54,i,i
